MC4R antag cAMP = antagonists of human melanocortin 4 receptor (MC4R); P32245; MC4R-expressing cells, MTII-stimulated cAMP, LANCE TR-FRET; inhibition, % at 6.5 µM; actives 0.48% (n = 360,000); AID 540295;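 active = inhibition above its plate's cutoff, the mean of tested wells on that plate plus 3 SD, cut at about 29% in these data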;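 also: 0% = Melanotan II alone and 100% = Melanotan II plus saturating MCL0020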
Target sequence (P32245 whole entry, looked up): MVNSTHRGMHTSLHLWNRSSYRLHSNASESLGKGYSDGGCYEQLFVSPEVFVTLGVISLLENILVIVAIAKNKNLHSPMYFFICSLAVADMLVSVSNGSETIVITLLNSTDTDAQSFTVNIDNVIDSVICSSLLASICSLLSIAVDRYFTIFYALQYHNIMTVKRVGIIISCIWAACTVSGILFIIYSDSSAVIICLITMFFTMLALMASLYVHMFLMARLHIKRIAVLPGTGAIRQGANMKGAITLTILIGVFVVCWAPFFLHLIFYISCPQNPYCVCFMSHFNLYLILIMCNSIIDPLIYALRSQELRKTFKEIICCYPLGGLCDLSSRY
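System – human MC4R-expressing U2OS cells · Also added – Melanotan II · Dosing – one concentration, 6.5 µM nominal · Timing – 30-min compound, 1-h challenge, 1-h detection, room temperature · Measured by – Eu-cAMP/anti-cAMP TR-FRET, emission 671 nm · Replicates – singlicate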
MC4R barr agon = human MC4R agonism via beta-arrestin; P32245; U2OS MC4R beta-arrestin complementation, luminescence; percent of melanotan II response, DMSO zero; activation, % at 8.9 µM; actives 0.98% (n = 360,000); AID 540308;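 active = activation above a per-plate cutoff, the mean activation of sample wells on that plate plus 3 SD, cut at about 8% in these data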
NCOA3 inh = inhibitors of human steroid receptor coactivator 3 (SRC3). Q9Y6Q9. HEK293 GAL4-SRC3 luciferase reporter, luminescence. inhibition, % at 3.6 µM. actives 0.17% (n = 360,000);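 active = inhibition above a per-campaign cutoff, the mean of all compounds plus 3 SD, cut at about 60% in these data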;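 also: 0% = DMSO-treated cells and 100% = gossypol-treated cells at 36 µM; higher means less SRC3-driven luciferase light from the GAL4 reporter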
COUP-TFII inh = blocks human COUP-TFII nuclear receptor. P24468. actives 0.7% (n = 370,000). inhibition, % at 8.6 µM. HEK293T NGFI-A luciferase reporter, luminescence;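 active = inhibition above a per-plate cutoff, mean inhibition of test wells between control levels plus 3 SD, cut at about 38% in these data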;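 also: cells cotransfected with COUP-TFII expression vector driving the NGFI-A reporter; 0% = median of COUP-TF2 test wells and 100% = reporter-only cells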
LMP1 NFkB inh = reduces LMP1-driven NF-kappaB luciferase signal. inhibition, % at 12.5 µM. LMP1-induced NF-kappaB luciferase reporter cells, luminescence. actives 0.69% (n = 350,000); in the data active = inhibition above about 41%;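 also: 0% = neutral control wells and 100% = reference inhibitor control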
ABHD5 PLIN5 PPI = ABHD5-PLIN5 protein interaction inhibition | inhibition, % at 4 µM | actives 0.78% (n = 360,000) | Split G. princeps luciferase complementation, luminescence, 4 h;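 active = inhibition above the mean inhibition across every tested compound plus 3 SD, cut at about 22% in these data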;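 also: 0% = DMSO only wells and the 100% control is not disclosed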
NCOA1 inh = inhibitors of human steroid receptor coactivator 1 (SRC1) | actives 0.12% (n = 360,000) | HEK293 GAL4-SRC1 luciferase reporter, luminescence | AID 588354 | inhibition, % at 3.6 µM;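 active = inhibition above the campaign mean plus 3 SD, with each screening campaign given its own cutoff, cut at about 60% in these data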;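 also: 0% = DMSO treated cells and 100% = gossypol at 36 µM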
SRC2 inh = human SRC2 (NCOA2) inhibition | Q15596 | HEK293 GAL4-SRC2 luciferase reporter, luminescence | inhibition, % at 9 µM | actives 0.17% (n = 370,000);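 active = inhibition above the mean inhibition of all tested compounds plus 3 SD, set per campaign, cut at about 52% in these data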;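 also: 0% = DMSO treated cells and 100% = cells given Gossypol at 36 µM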
NR5A2 inv ag = NR5A2 inverse agonism in reporter assay; actives 0.13% (n = 360,000); O00482; inhibition, % at 3.6 µM; HEK293T StAR-luciferase reporter, LRH-1 transfected, 24 h;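 active = inhibition above the mean inhibition of all tested compounds plus 3 SD, cut at about 73% in these data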;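 also: 0% = DMSO wells and 100% = reporter-only cells lacking LRH-1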
Target sequence (O00482 whole entry, looked up): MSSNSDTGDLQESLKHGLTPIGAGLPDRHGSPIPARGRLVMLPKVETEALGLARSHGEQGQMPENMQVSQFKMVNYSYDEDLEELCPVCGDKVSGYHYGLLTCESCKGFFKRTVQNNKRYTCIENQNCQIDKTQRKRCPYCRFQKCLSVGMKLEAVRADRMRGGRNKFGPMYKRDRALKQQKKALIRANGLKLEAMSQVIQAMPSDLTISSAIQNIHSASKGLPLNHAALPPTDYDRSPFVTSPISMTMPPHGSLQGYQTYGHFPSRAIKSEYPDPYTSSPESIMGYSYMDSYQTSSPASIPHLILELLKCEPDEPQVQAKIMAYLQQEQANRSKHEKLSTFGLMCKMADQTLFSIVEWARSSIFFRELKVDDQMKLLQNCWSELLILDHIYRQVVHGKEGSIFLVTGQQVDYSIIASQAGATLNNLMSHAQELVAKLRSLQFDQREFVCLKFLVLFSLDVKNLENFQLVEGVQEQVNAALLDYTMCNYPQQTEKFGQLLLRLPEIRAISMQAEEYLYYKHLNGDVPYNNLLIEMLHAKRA
TLR9-MyD88 inh = inhibitors of human TLR9-MyD88 binding; Q9NR96+Q99836; CHO BLA complementation TLR9-MyD88, CCF4 FRET ratio; inhibition, % at 4.98 µM; actives 0.21% (n = 340,000); AID 504734;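 active = inhibition above the mean over all tested compounds plus 3 SD, cut at about 21% in these data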;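 also: 0% = DMSO only wells and 100% = clavulanate BLA inhibitor control wells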
NOD2-RIPK2 inh = inhibitors of human NOD2-RIPK2 interaction | inhibition, % at 4.98 µM | O43353 | actives 0.38% (n = 360,000) | CHO BLA complementation NOD2-RIPK2, CCF4 ratio; in the data active = inhibition above about 21%;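 also: 0% = vehicle only and 100% = reference blocker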
Active calls of the source: *; / = no result given. Only part of the results is shown; count on the stated rates, not on these rows.

SMILES	MC4R antag cAMP	MC4R barr agon	NCOA3 inh	COUP-TFII inh	LMP1 NFkB inh	ABHD5 PLIN5 PPI	NCOA1 inh	SRC2 inh	NR5A2 inv ag	TLR9-MyD88 inh	NOD2-RIPK2 inh
O=C(c1cccc(C(F)(F)F)c1)c1c[nH]c(C(=O)NCCCN2CCOCC2)c1	-6	-0.2	9	-18	6	-1	-31	12	0	3	-8
O=C(NCCc1ccccc1)C1CCN(C2CCN(Cc3ccco3)CC2)CC1	8	-2.8	15	2	1	0	-12	-27	14	5	-11
CC1=C/C(=C/N(C)c2ccccc2)C(=O)S1	0	-1.2	-29	12	-10	-5	-14	-38	12	3	-4
CCCCN(C(=O)CC1CCCC1)c1c(N)n(Cc2ccccc2)c(=O)[nH]c1=O	2	0.6	15	3	3	0	11	10	-5	3	-8
Cn1nc(C(=O)Nc2ccc(Cl)c(S(=O)(=O)N3CCOCC3)c2)c2ccccc2c1=O	9	0.4	15	8	2	-5	2	-5	-4	-6	5
CCOC(=O)[C@]12CCCC=C1N(Cc1cccc3ccccc13)C(=O)[C@H](CC(=O)NCCCCc1ccccc1)C2	/	/	/	0	/	-5	/	13	-27	/	2
COc1ccc(OCCC(=O)NCC23CC4CC(CC(C4)C2)C3)cc1	7	0.6	4	-10	-1	-6	-29	-2	-7	-1	3
CCn1cc(CN2CCN(Cc3ccccc3)C(CCO)C2)c2ccccc21 (stereo not given)	14	0.3	5	12	-4	3	9	-11	3	-10	4
Cc1ccc(C(NC(=O)NN2CCN(C)CC2)C(Cl)Cl)cc1F (stereo not given)	11	-2.4	-13	12	-3	-2	-10	20	-6	-1	-6
COc1ccc(OCCCC(=O)ON=C(N)c2ccccc2C)cc1	10	-0.5	-46	-5	0	3	-15	15	-11	4	-5
Cc1ccc(C(=O)c2c[nH]c(C(=O)NCCCN3CCOCC3)c2)cc1	-1	-1.9	10	6	1	-3	6	-2	2	-7	3
Cc1cccc(/C=C/c2onc(C)c2S(=O)(=O)N2CCC(C(=O)N3CCCCCC3)CC2)c1	1	0.9	6	3	4	0	-13	16	5	-7	-1
O=C(CSc1nc2ccc(Cl)cc2[nH]1)Nc1ccc2c(c1)CCC2	11	2.1	7	-4	4	-5	0	13	4	5	-7
Cc1ccc(N2CCN(C(=S)c3ccc(N(C)C)cc3)CC2)cc1	0	0.6	-26	-15	-9	-14	-34	-22	-39	9	2
CC(C)C(NC(=O)c1ccco1)C(=O)OCC(=O)N1CC(=O)Nc2ccccc21 (stereo not given)	3	0.2	-15	8	11	0	5	14	19	-5	9
O=C(Nc1ccc(Cl)cc1)Nc1ccc2c(c1)N1CCN=C1S2	-3	1.9	7	17	-4	19	10	-28	-17	9	22*
CC(=O)Nc1ccc(NC(=O)c2ccc(CSc3ccccc3)o2)cc1	0	-1.2	11	-27	-5	2	8	1	7	12	1
O=C1N[C@@H](Cc2c[nH]c3ccccc23)COC(=O)[C@@H](Cc2ccc(F)cc2)CC/C=C/C[C@@H]1CC(=O)N(CCO)Cc1ccccc1	21	-3.6	2	23	1	-1	1	14	-10	-15	-2
COC(=O)c1ccc(C(=O)OC)c(NC(=O)C2CC(=O)N(C3CCCC3)C2)c1 (stereo not given)	3	-0.6	-2	5	-2	0	-5	0	2	1	3
COc1ccc(C(=O)C2CCCN(C(=O)c3cc(C(C)C)no3)C2)cc1F (stereo not given)	-3	-1.4	4	13	11	-3	-22	7	10	-3	-7
O=C(O)CC1c2ccccc2CCN1S(=O)(=O)c1ccc(F)cc1 (stereo not given)	27	2.1	3	9	-8	-3	-1	-25	-2	-3	11
Cc1cccc(N(CC(=O)NC2CCCCC2)C(=O)CCC(=O)Nc2nccs2)c1	-1	1.7	-13	0	1	8	-8	7	13	-2	-6
Cc1ccc(NC(=O)c2nc[nH]c2C(=O)Nc2ccc(C)cc2)cc1	-6	-0.4	2	2	-11	-5	-11	3	-9	1	-11
Cc1ccc(CNC(=O)c2cccc(-n3cnnn3)c2)cc1	-2	0.5	4	-6	10	6	3	-2	1	-4	-1
Cc1c(NC(=O)NC(=O)c2ccc(F)cc2)c(=O)n(-c2ccccc2)n1C	3	-1.8	-8	-8	2	8	4	-10	-1	1	-2
COc1ccccc1CCNC(=O)C1CCN(c2nnc(C)c3c(C)n(-c4ccc(C)cc4)nc23)CC1	13	10*	-11	24	-9	11	-1	5	-10	2	5
COc1cc(C)nc(N2CCCC(C(=O)NCC(C)C)C2)n1 (stereo not given)	5	1.4	15	-18	7	2	-1	-10	1	-5	5
COc1ccc(NC(=O)c2cc(S(=O)(=O)N3CCOCC3)cn2C)c(OC)c1	12	-1.3	6	-18	2	-3	17	4	-11	-5	2
Cc1ccc(NC(=O)c2sc3ncn(CC(=O)N4CCN(c5ccccn5)CC4)c(=O)c3c2C)cc1Cl	9	-0.9	2	-11	1	0	-19	-1	6	1	-10
COc1ccc(NC(=O)[C@@H]2CC=C[C@@H]3CCN(Cc4ccccc4)C(=O)[C@@H]32)cc1	-3	2.0	3	18	1	-2	3	2	-2	-3	0
CC(C)(C)OC(=O)C[C@@H]1C/C=C\C[C@@H](CC(=O)N(CCO)Cc2ccccc2)C(=O)N2CCC[C@H]2COC1=O	20	0.6	7	-37	-19	8	-23	-20	-1	7	7
CC(C)(C)c1ccc(S(=O)(=O)NCCN2CCOCC2)cc1	4	-0.6	8	1	-2	-2	-15	-28	2	-3	-9
C[C@H](NC(=O)c1ncn2c1C(=O)N[C@@H](C)C2)C(=O)OC(C)(C)C	2	-1.7	3	-1	-2	2	-20	15	5	-5	-5
O=C(NC1CCCCC1)C(c1ccc(C(F)(F)F)cc1)n1c(=O)c(-c2cc3ccccc3[nH]2)nc2ccccc21 (stereo not given)	/	/	/	16	/	-13	/	-39	12	/	41*
CCc1sc(C(=O)Nc2cccnc2)cc1Br	12	-1.1	-42	-7	-9	-3	-45	-68	-59	-5	-1
CCOC(=O)N1CCN(S(=O)(=O)c2cc(OCC(=O)NC3CCCCC3)c(C)cc2Cl)CC1	18	0.8	17	15	7	-5	-5	8	4	1	5
COc1ccc(S(=O)(=O)N2CCC(C(=O)NCCC(=O)Nc3cccc(OC)c3)CC2)cc1	4	-4.0	-17	-23	4	-5	10	3	6	-12	-17
Cc1nn(C)c(C)c1NS(=O)(=O)c1cccc(Br)c1	1	-1.4	17	-2	-3	-3	0	-7	-4	0	-4
Cc1ccccc1S(=O)(=O)NNC(=O)C(=O)NNc1ccccn1	7	-1.9	9	10	21	-3	3	14	12	5	-3
COc1cc(C(=O)NNC(=O)c2cccn2C)cc(OC)c1OC	-3	-1.8	15	0	1	5	-20	2	8	0	-1
O=C(NCCO)c1cccc(Cl)c1	-4	-1.4	3	15	4	-4	-16	-9	-5	-5	-6
Cc1cccn2c(=O)c(C(=O)NC3CC(C)CC(C)(C)C3)c(O)nc12 (stereo not given)	23	0.2	4	2	11	-7	1	-2	-6	-5	-3
CCN1CCN(CC(O)COCC2COc3ccccc3O2)CC1 (stereo not given)	3	-0.1	1	8	-8	-7	2	16	-8	5	0
CCOc1cc(C2NC(=O)N(C)C(C)=C2C(=O)OC)cc(Br)c1O (stereo not given)	-1	-0.6	14	-3	-1	4	-15	-4	13	4	-10
COc1ccc(-c2cn(CC[C@@H]3CC[C@H](NC(=O)Cc4ccccn4)[C@@H](CO)O3)nn2)cc1	/	/	/	-10	/	3	/	6	-7	/	-11
CC(=O)SC(C)CC(=O)Nc1ccccc1 (stereo not given)	11	-2.5	13	-1	0	-1	2	-17	6	1	0
Cc1nn(C)c(-c2n[nH]c(=S)n2-c2ccccc2)c1Cl	10	-2.6	0	3	-5	-5	-15	-7	-42	-11	3
COc1ccc(NC(=O)c2ccccc2NS(=O)(=O)c2ccc(C)cc2)c([N+](=O)[O-])c1	21	0.6	5	-4	-4	1	-13	17	12	-5	8
Cc1ccc(NC(=O)CCc2c(C)nn(-c3ccc(N4CCCCC4)nn3)c2C)cc1F	-4	3.8	-67	-33	-26	4	-96	-81	-87	1	-17
Cc1ccc(CN(Cc2cc3cccc(C)c3[nH]c2=O)C(=O)N(C)C)cc1	1	-2.5	3	-3	-4	-2	-8	-22	7	5	6
COc1ccc(-c2csc(NC(=O)CSc3nc(SC)ns3)n2)cc1	1	-3.8	-38	10	-2	-6	-37	-4	-1	-5	-10
O=C(c1ccco1)N1CCN(C(=O)c2ccc(CS(=O)c3ccc(Cl)cc3)o2)CC1 (stereo not given)	7	0.0	-5	2	10	0	6	-15	-12	1	-3
CSc1nc(N)n2nc(C)cc2n1	/	/	-2	5	/	-3	-2	-5	22	/	7
COc1ccc(C(C(=O)NC2CCCC2)N(C(=O)c2snc(-c3ccc(F)cc3)c2N)c2ccc(F)cc2)cc1 (stereo not given)	21	3.3	17	-10	-90	0	4	-10	1	0	4
Nc1nnc(CC(=O)N/N=C\c2cc([N+](=O)[O-])ccc2O)s1	16	-1.7	-49	11	7	4	15	1	-13	-8	3
O=C(Nc1ccc(F)cc1)C(Sc1nc2ccccc2[nH]1)c1ccccc1 (stereo not given)	4	5.9	6	5	8	-4	6	4	3	7	-1
C/C(=N/Nc1ncc(Br)cn1)c1ccc(Br)cc1	-2	0.8	-42	-8	-1	-5	-35	-15	-141	1	-5
CCOc1ccccc1OCCNC1CCCC1	0	-2.0	13	-16	1	1	4	-2	4	2	10
Cc1cccc(NC(=O)N2CCCC2C(=O)NCc2ccccc2)c1 (stereo not given)	-1	-1.1	1	-2	-4	8	0	17	9	-11	3
Cc1ccc(NC(=O)CC2C(=O)OCC3CCCCN32)cc1Cl (stereo not given)	3	0.6	9	9	1	0	-11	18	15	-4	-10
Next structures
SMILES	MC4R antag cAMP	MC4R barr agon	NCOA3 inh	COUP-TFII inh	LMP1 NFkB inh	ABHD5 PLIN5 PPI	NCOA1 inh	SRC2 inh	NR5A2 inv ag	TLR9-MyD88 inh	NOD2-RIPK2 inh
O=C(CSc1nc(-c2ccccc2)cc(=O)[nH]1)Nc1ccccc1F	19	-1.9	-17	7	-6	-1	-1	0	-16	6	-6
COCc1cc(C)nc(SCC(=O)Nc2cccc(C)c2)c1C#N	9	-0.4	-10	-8	-9	-1	4	-19	6	1	-2
CCC(OC(=O)C(NC(=O)c1ccccc1)c1ccccc1)C(=O)Nc1cc(C)on1 (stereo not given)	12	-1.4	-10	5	1	1	10	-27	4	-2	3
CC(C)(C)C(=O)Nc1sc2c(c1-c1nc3ccccc3[nH]1)CCCC2	5	6.8	5	14	2	-18	3	14	24	-1	-30
